Assay outcomes (PubChem BioAssay)
CHO-K1 Ca PAM = counter-screen for M1 PAMs: effect in parental CHO-K1 cells | AID 602247 | activation, % at 3 µM | hit rate 0.02% among 360,000 | ATP EC20, Fluo-8 calcium fluorescence; 0% at ATP EC20, 100% at ATP max;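 active = activation above the run cutoff, the mean activation of all test compounds plus 3 SD, cut at about 40% in these data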;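 also: peak over basal fluorescence ratio in a 140 s read after ATP addition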
CHRM1 agonist = agonists of human M1 muscarinic receptor. P11229. CHO-K1 hM1, Fluo-8 calcium fluorescence, agonist mode; 0% DMSO, 100% acetylcholine EC100. activation, % at 3 µM. hit rate 0.33% among 360,000;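 active = activation above the run's mean compound activation plus 3 SD, cut at about 16% in these data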;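 also: peak over basal fluorescence ratio within a 140 s kinetic read after compound addition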
Target sequence (P11229 whole entry, looked up): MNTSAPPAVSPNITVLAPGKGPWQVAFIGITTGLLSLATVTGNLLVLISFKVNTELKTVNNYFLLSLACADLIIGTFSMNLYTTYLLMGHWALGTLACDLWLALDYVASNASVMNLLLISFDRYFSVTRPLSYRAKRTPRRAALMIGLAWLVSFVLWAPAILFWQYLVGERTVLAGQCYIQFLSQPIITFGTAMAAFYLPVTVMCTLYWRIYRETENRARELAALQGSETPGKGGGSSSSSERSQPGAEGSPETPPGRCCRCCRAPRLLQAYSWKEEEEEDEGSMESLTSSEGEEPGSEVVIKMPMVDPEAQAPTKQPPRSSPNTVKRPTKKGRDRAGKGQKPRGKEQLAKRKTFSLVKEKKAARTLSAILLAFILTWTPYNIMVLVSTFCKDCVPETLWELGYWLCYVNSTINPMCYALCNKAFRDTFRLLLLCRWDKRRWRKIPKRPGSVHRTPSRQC
M1 antag = antagonists of human M1 muscarinic receptor; CHO-K1 hM1, Fluo-8 calcium fluorescence, ACh EC80 antagonist; hit rate 1.3% among 360,000; P11229; inhibition, % at 3 µM; AID 588852;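 active = percent inhibition above its own plate's cutoff, namely the mean of that plate's compound wells plus 3 SD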;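 also: peak over basal fluorescence ratio during 140 s after agonist addition; 0% = ACh EC80 plus DMSO and 100% = DMSO alone without agonist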
TAAR1 antagonist = human TAAR1 antagonism; Q96RJ0; CHO RD-HGA16 TAAR1, Fluo-8 calcium fluorescence, antagonist; inhibition, % at 3 µM; hit rate 1.5% among 360,000; AID 624466;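 active = inhibition above a per-plate cutoff, the mean inhibition of test compounds on that plate plus 3 SD, cut at about 49% in these data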;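 also: 0% = DMSO plus EC80 beta-PEA response and 100% = DMSO alone without agonist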
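Assay system: CHO-derived RD-HGA16 cells stably expressing human TAAR1 plus Gα16. Timing: 140 s kinetic read after compound, 140 s after agonist. Technique: kinetic Fluo-8 calcium fluorescence measurement. Measure: % inhibition of agonist calcium response.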
CHO-K1 Ca ag = counter-screen for M1 agonists: effect in parental CHO-K1 cells; Fluo-8 calcium fluorescence; scaled to maximal ATP response, vehicle zero; activation, % at 3 µM; hit rate 0.48% among 360,000; AID 602248; in the data active = activation above about 15%;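 also: untransfected CHO-K1 host cells lacking M1 receptor as counterscreen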
OXTR potentiate = potentiators of human oxytocin receptor | P30559 | CHO-OTR cells, Fluo-8 calcium fluorescence, potentiator mode; 0% = oxytocin EC15, 100% = EC100 | activation, % at 3 µM | hit rate 0.061% among 320,000 | AID 2445;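 active = activation above that plate's cutoff, the mean activation of tested compounds plus 3 SD, cut at about 6.6% in these data, passing the limit was not always enough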;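 also: 100% uses oxytocin at 75 nM as the full agonist control; some results filed as inactive read as strong as hits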
Target sequence (P30559 whole entry, looked up): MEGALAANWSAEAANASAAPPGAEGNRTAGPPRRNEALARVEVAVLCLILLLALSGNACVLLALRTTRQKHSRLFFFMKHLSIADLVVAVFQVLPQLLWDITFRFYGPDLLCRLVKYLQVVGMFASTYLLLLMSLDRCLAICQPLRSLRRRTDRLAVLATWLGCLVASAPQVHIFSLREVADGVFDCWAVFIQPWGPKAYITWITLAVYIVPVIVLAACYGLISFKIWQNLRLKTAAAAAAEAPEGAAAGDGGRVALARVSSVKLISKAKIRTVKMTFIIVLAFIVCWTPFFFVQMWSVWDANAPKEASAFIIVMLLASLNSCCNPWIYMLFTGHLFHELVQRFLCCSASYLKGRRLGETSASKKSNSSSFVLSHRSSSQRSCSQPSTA
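Material: CHO-OTR cells, human receptor; compound dosing: single dose, 3.0 µM nominal final compound concentration; schedule: 6 min compound pre-incubation at room temperature, 100 s kinetic read; measured by: kinetic Fluo-8 calcium fluorescence; read-out basis: % activation vs EC15 and EC100 oxytocin; controls: EC15 oxytocin alone as 0%, 75 nM oxytocin as 100%; replicates: singlicate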
TAAR1 agonist = human TAAR1 agonism; activation, % at 3 µM; hit rate 0.99% among 360,000; CHO RD-HGA16 TAAR1, Fluo-8 calcium fluorescence; vehicle wells 0%, saturating PEA agonist 100%;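 active = activation above the mean activation of all test compounds in the run plus 3 SD, cut at about 38% in these data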
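System: CHO-derived RD-HGA16 cells with stable Gα16 and human TAAR1 / Times: 17-24 h plating, Fluo-8 75 min 37 °C, 30 min RT / Technique: calcium-sensitive Fluo-8 signal, excitation 470-495, emission 515-575 nm / Measure: % activation relative to PEA EC100 response / Benchmarks: DMSO and PEA EC100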
CHO parental Ca = counter-screen for OX1R antagonists: effect in parental CHO cells. parental CHO-K1, ATP-induced calcium, Fluo-8 fluorescence. inhibition, % at 5.6 µM. hit rate 0.63% among 330,000. AID 463079;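 active = inhibition above that plate's mean sample inhibition plus 3 SD, cut at about 26% in these data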;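 also: 0% = ATP-challenged DMSO wells and 100% = DMSO wells without ATP; some compounds past the cut are filed as inactive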
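Test system: untransfected parental CHO cell line; also added: ATP stimulus; dosing: 5.6 µM, single dose; signal: calcium-sensitive Fluo-8 fluorescence; measure: percent inhibition of ATP-evoked calcium rise, normalized to controls; benchmarks: low control ATP plus DMSO, high control DMSO only; replication: one well per compound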
CHO-K1 Ca antag = M1 antagonist counterscreen hit in parental CHO-K1 cells | ATP-induced calcium, Fluo-8 fluorescence | hit rate 0.6% among 360,000 | AID 602250 | inhibition, % at 3 µM;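 active = inhibition above a per-plate cutoff, the plate's mean sample inhibition plus 3 SD, cut at about 24% in these data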;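 also: 0% = DMSO plus EC80 ATP and 100% = DMSO alone without ATP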
* = called active by the depositor; · = not tested or not shown. No enrichment for hits (roughly 4.2% active in at least one column).

SMILES | CHO-K1 Ca PAM | CHRM1 agonist | M1 antag | TAAR1 antagonist | CHO-K1 Ca ag | OXTR potentiate | TAAR1 agonist | CHO parental Ca | CHO-K1 Ca antag
CCCNC(=O)Cn1cnc2sc(C(=O)N3CCN(c4ccc(F)cc4)CC3)c(C)c2c1=O | 13 | 0 | 17 | 5 | 0.6 | -6 | 1 | -3 | -16
N#Cc1cc2c(nc1SCc1ccccc1)CCCC2 | 22 | 1 | -8 | -6 | 0.0 | -2 | 4 | -11 | -3
NS(=O)(=O)c1ccc(CNC(=O)COc2ccc3c4c(c(=O)oc3c2)CCCC4)cc1 | 17 | -1 | 3 | -20 | 0.0 | -3 | 2 | -1 | -10
N#CCC(=O)Nc1ccc(C(=O)OCC(=O)c2ccc3c(c2)OCCO3)cc1 | 8 | -1 | -3 | 12 | 1.1 | -6 | 4 | 9 | 1
CC(c1ccco1)N(C(=O)c1ccccc1F)c1ccccn1 (stereo not given) | 22 | -7 | -9 | -1 | 0.7 | -5 | 3 | -4 | -11
O=C(CN1CCN(S(=O)(=O)c2ccc(Br)cc2)CC1)Nc1ccc(F)cc1 | 16 | -3 | 1 | -1 | 1.6 | -17 | 7 | 22 | -10
COc1cc(OC)c(C(=O)Nc2ccccc2-c2ccccc2)cc1OC | 24 | -9 | -1 | 0 | 0.7 | -2 | 4 | -26 | -17
CC(C)NC(=O)NC(=O)COc1ccc(Br)cc1Br | 31 | -7 | -4 | -11 | 3.8 | -1 | 11 | -7 | -15
CC(C)=CCC/C(C)=C/COc1ccc2ccc(=O)oc2c1 | 16 | -1 | -15 | 8 | 0.3 | -6 | -2 | -12 | -6
CC12CCC(=O)N1C(C(=O)Nc1ccc(S(=O)(=O)N3CCCCC3)cc1)CS2 (stereo not given) | -10 | -1 | -4 | -16 | 8.3 | -2 | 2 | -5 | 22
CC(=O)c1ccc(NC(=S)N2CCCC2)cc1 | -23 | -1 | 3 | -9 | -0.1 | · | 1 | · | 11
CCC(CC)C(=O)N1CCN(c2cccc(C)c2C)CC1 | 20 | -8 | -12 | -6 | 0.9 | -7 | 5 | -13 | -6
CCCNC(=O)c1ccc(N2CCC3(CC2)CC(c2ccccc2)=NO3)c(N)c1 | -1 | 8 | 6 | 15 | 3.8 | -14 | 8 | -20 | -13
COc1ccc(NC(=O)Nc2ccc(OC)c(OC)c2)c([N+](=O)[O-])c1 | -5 | -4 | 4 | 4 | -0.1 | 8 | 3 | 5 | 7
O=C(CCNS(=O)(=O)c1ccc(Cl)cc1)N1CCOCC1 | 7 | -3 | 0 | -27 | 0.2 | 1 | -1 | -2 | 3
COc1c2c(nc3occc13)C(CC=C(C)C)(OC)C(=O)C=C2 (stereo not given) | -5 | -6 | 6 | -10 | 0.7 | -7 | 1 | -4 | -14
O=c1[nH]c2cc3c(cc2cc1CN(CCN1CCOCC1)C(=S)NCC1CCCO1)OCO3 (stereo not given) | 24 | -5 | -7 | 11 | 0.2 | 0 | 12 | -14 | -8
O=C(CSc1nnc2scc(-c3ccccc3)n12)NCC1CCCO1 (stereo not given) | 6 | -6 | -1 | 10 | 0.6 | 1 | 7 | -2 | -11
CCCCCCCCCCCCN1[C@@H](CC(=O)OC)c2cc(F)ccc2S1(=O)=O | 11 | 3 | -23 | -7 | 0.2 | 4 | 4 | -8 | -17
Cc1nc(CN(C)Cc2nc(Cc3cccc(F)c3)no2)cs1 | 4 | -5 | -8 | 5 | 1.6 | -4 | -1 | -7 | -5

The last two compounds of the section before open the next one.
SMILES | CHO-K1 Ca PAM | CHRM1 agonist | M1 antag | TAAR1 antagonist | CHO-K1 Ca ag | OXTR potentiate | TAAR1 agonist | CHO parental Ca | CHO-K1 Ca antag
CCCCCCCCCCCCN1[C@@H](CC(=O)OC)c2cc(F)ccc2S1(=O)=O | 11 | 3 | -23 | -7 | 0.2 | 4 | 4 | -8 | -17
Cc1nc(CN(C)Cc2nc(Cc3cccc(F)c3)no2)cs1 | 4 | -5 | -8 | 5 | 1.6 | -4 | -1 | -7 | -5
CC(C)c1[nH]nc2c1C(c1cccnc1)C(C#N)=C(N)O2 (stereo not given) | 7 | -1 | -6 | 11 | 0.2 | -2 | 4 | -7 | -17
COc1ccc(-c2ccc3nnc(SCC(=O)NCC4CCCO4)n3n2)cc1 (stereo not given) | -6 | -2 | -2 | -17 | 0.0 | 5 | -1 | -7 | 0
CCc1ccccc1OCC(=O)Nc1cc(S(=O)(=O)N2CCOCC2)ccc1N1CCCCC1 | 1 | -3 | 1 | -30 | 0.1 | · | -1 | · | -3
Cc1nn(CC(=O)Nc2ccc(C(C)C)cc2)c(C)c1[N+](=O)[O-] | 16 | -4 | -4 | 4 | 5.5 | -9 | 1 | 3 | -10
O=C(c1cc2ccccc2o1)N1CCCC1 | 13 | -16 | -7 | 3 | -0.6 | -3 | 16 | -1 | -5
COc1ccc(CNC(=S)Nc2ccccc2)cc1Cl | -7 | 2 | 1 | 12 | 3.6 | -17 | 2 | -3 | 9
CCN1C(=O)N[C@@H](CCc2ccccc2)C(C(=O)OC)=C1C | 17 | -4 | 0 | -3 | 2.7 | -12 | 13 | -21 | -23
C=CCc1cccc(CNc2nc3ccccc3n2C(C)C)c1O | 22 | -6 | -6 | 17 | 2.8 | -9 | 15 | -6 | -17
CC12CCC(C(=O)NC3CCCCC3)([C@H](Br)C1=O)C2(C)C (stereo not given in full) | 9 | -3 | -19 | -10 | 0.9 | 6 | 8 | -6 | -13
CCn1cnc2c1c(=O)n(CC(=O)Nc1ccc(C(N)=O)cc1)c(=O)n2Cc1ccccc1 | -1 | -1 | 0 | -12 | 0.6 | -17 | 0 | -3 | -1
CCOc1ccc(/C(C)=N/NC(=O)Cn2nc([N+](=O)[O-])cc2C)cc1 | -19 | -7 | 6 | -13 | 0.9 | -9 | 4 | -7 | 2
COc1ccc2ccc(OCC(=O)NCC3CCCO3)cc2c1 (stereo not given) | 25 | 0 | -8 | -26 | 0.4 | · | 2 | · | -5
COC(=O)c1ccc(COC(=O)c2ccc(S(=O)(=O)N3CCC(C)CC3)cc2)o1 | -7 | -4 | -5 | 15 | 0.5 | -8 | 7 | -17 | 4
CC(C)NC(=O)C1CC(=O)N(c2ccc(F)c(Cl)c2)C1 (stereo not given) | 26 | -4 | -10 | -13 | 0.1 | -8 | 6 | -7 | -9
NC(=O)CSc1oc(-c2cccs2)nc1S(=O)(=O)c1ccccc1 | 22 | 3 | -35 | 46 | 1.8 | -5 | 4 | -7 | -5
Cc1cccc(C)c1Nc1nnc(SCC(=O)NCc2cccs2)s1 | 1 | -8 | -2 | 2 | 1.2 | -5 | 0 | -21 | 4
Cc1ccccc1COC(=O)CCCC1=NS(=O)(=O)c2ccccc2N1 | 17 | 23* | -3 | 31 | 13 | -15 | 50* | -5 | -9
Cc1ccc(N=C(N(C)C)P(=O)(N(C)C)N(C)C)c(C)c1 | 21 | -10 | -1 | 20 | 1.1 | -2 | 3 | -11 | -13
COc1ccc(Cl)cc1N(CC(=O)Nc1ccc2c(c1)OCCO2)S(C)(=O)=O | 13 | -3 | 5 | -4 | 0.9 | 2 | 11 | -11 | 1
O=C(Nc1cccc(-c2cccc(F)c2)c1)C1CCN(C2CCOCC2)CC1 | -5 | -3 | -5 | -18 | 1.4 | -7 | 8 | -18 | -5

Single entries from above.
`CC(C)NC(=O)C1CC(=O)N(c2ccc(F)c(Cl)c2)C1` (stereo not given) in TAAR1 agonist = 6
`Cc1ccc(N=C(N(C)C)P(=O)(N(C)C)N(C)C)c(C)c1` in OXTR potentiate = -2

Following part.
SMILES | CHO-K1 Ca PAM | CHRM1 agonist | M1 antag | TAAR1 antagonist | CHO-K1 Ca ag | OXTR potentiate | TAAR1 agonist | CHO parental Ca | CHO-K1 Ca antag
Cc1ccc(C)c(S(=O)(=O)Nc2ccccc2C(=O)Nc2ccccc2N2CCOCC2)c1 | -4 | -2 | 2 | -2 | -0.3 | -4 | 2 | 9 | 10
C[C@H]1CN([C@@H](C)CO)C(=O)CCCn2nncc2CO[C@@H]1CN(C)C(=O)c1ccncc1 | -1 | -4 | -6 | -21 | 0.2 | · | 3 | · | -8
CCOc1ccc(NC(=O)CN(C)C(=O)/C=C/c2ccco2)cc1OCC | 9 | -3 | -9 | 4 | -0.7 | -4 | -1 | -7 | -12
Cc1ccc(NC(=O)CSCC(=O)NCc2cccc(C(F)(F)F)c2)cc1 | -11 | -4 | -2 | 2 | -0.4 | -2 | -1 | -21 | 8
CC1=C(C(=O)N(C(C)C)C(C)C)CC(CC(=O)NCc2cccc3ccccc23)C(=O)N1Cc1ccccc1 (stereo not given) | 14 | -8 | -3 | -5 | 0.8 | · | 1 | · | 7
O=C(c1ccc(CNS(=O)(=O)c2ccc(Br)cc2)cc1)N1CCCC1 | 21 | -1 | -6 | 21 | 0.1 | -12 | 3 | -15 | -16
CCCOc1cc(N(CC)CC)ccc1/C=C(/C#N)c1nc2ccc(C)cc2[nH]1 | -4 | 11 | 39* | 77* | 17* | -14 | 41* | 75* | 35*
CC(=O)Nc1ccc(SC[C@H](C)CN2CC[C@H](C(C)(C)C)CCC2=O)cc1 | 14 | -3 | 3 | 27 | 4.4 | -4 | 15 | -20 | -12
Cc1ccccc1-c1nnc(SCC(=O)NCC2CCCO2)o1 (stereo not given) | 20 | -1 | -13 | -7 | -0.2 | 7 | 11 | -9 | -14
CCOC(=O)c1c(O)c2c(n(Cc3ccco3)c1=O)CCCC2 | 9 | 1 | 0 | -34 | -0.2 | 5 | 5 | -11 | 10
CC(=O)c1ccccc1NC(=O)Cn1c(=O)cnc2ccccc21 | 16 | -9 | -2 | 16 | 2.4 | -13 | 1 | -7 | -6
O=C(NC(=S)Nc1ccc(Cl)cn1)c1cccs1 | 23 | -5 | -14 | 16 | 1.5 | -11 | 12 | -23 | -4
CC(C)CC1(C)NC(=O)N(Cc2cc([N+](=O)[O-])cc3c2OCOC3)C1=O (stereo not given) | -8 | -1 | 4 | -13 | 0.2 | -5 | 3 | -1 | -6
Cc1cccc(OCC(=O)Nc2ccc(N3CCN(S(C)(=O)=O)CC3)cc2)c1 | 3 | 3 | 2 | -18 | 1.4 | -6 | 7 | 14 | -4
Cc1cn([C@H]2C[C@H](O)[C@@H](/C=C/C(=O)NCCc3ccc4ccccc4c3)O2)c(=O)[nH]c1=O | 24 | -4 | -33 | -10 | 1.2 | · | 2 | · | -23
CCN(CC)CCN(Cc1cc2cc3c(cc2[nH]c1=O)OCO3)C(=S)NCCCN(C)C | 6 | -9 | -3 | -3 | 0.6 | -1 | 1 | -3 | -3
